# GC-A act – GC-A (human) enzyme activation; HEK293 GC-A cells, cGMP TR-FRET, EC30 ANP; 0% at EC30 ANP, 100% saturating ANP; P16066; AID 1671463; hit rate 0.14% among 370,000; activation, % at 10 µM; in the data active means activation above about 40%
# SMARCA2 act – SMARCA2 function activation, primary screen | hit rate 1% among 370,000 | AID 652017 | activation, % at 9.1 µM | MG213 cells, MMTV-luciferase reporter, dexamethasone, overnight; in the data active means activation above about 7.8%;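 further: 0% = vehicle wells and 100% = reference activator wells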
# PG9 binder – binds the HIV-1 gp120 antibody PG9 | inhibition, % at 6.7 µM | TR-FRET gp120-PG9 antibody binding | hit rate 0.43% among 360,000; in the data active means inhibition above about 8.5%
# HTRA1 inhibitor – inhibitors of human serine peptidase HTRA1; hit rate 0.5% among 340,000; recombinant HTRA1, FP-rhodamine activity-based probe, fluorescence polarization; AID 504803; Q92743; inhibition, % at 5.96 µM; in the data active means inhibition above about 36%;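 further: 0% = enzyme with DMSO and 100% = wells lacking enzyme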
# ASAP1 GAP inh – ASAP1 ArfGAP inhibition; Q9ULH1; ASAP1-stimulated ARF1 GTP hydrolysis, GDP FP detection; inhibition, % at 16.5 µM; hit rate 0.19% among 360,000; in the data active means inhibition above about 25%;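 further: 0% = vehicle with enzyme and substrate and 100% = no enzyme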
# ABHD4 inh – ABHD4 (mouse) inhibition, primary FP screen | Q8VD66 | purified mABHD4, FP-Rh probe fluorescence polarization | inhibition, % at 8.92 µM | hit rate 0.54% among 370,000 | AID 720543;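 active means inhibition exceeding the mean over every tested compound plus 3 SD, cut at about 30% in these data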;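 further: 0% = plate median of compound wells and 100% = S159A mutant with DMSO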
#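 assay system = mABHD4 protein | compound dosing = single nominal dose of 8.92 µM, 0.89% DMSO final | read-out basis = percent inhibition of probe binding, normalized to plate controls | schedule = Enzyme–compound pre-incubation 45 min, then probe 60 min, both 25 °C | detection = fluorescence polarization, excitation 525 nm, emission 598 nm, BODIPY TMR filters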
# GC-B act – GC-B (human) receptor activation. P20594. HEK293-GC-B cells, CNP EC30, cGMP TR-FRET; 0% at EC30 CNP, 100% saturating CNP. activation, % at 10 µM. hit rate 0.11% among 370,000. AID 1920062;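 active means activation at 10 µM reaching about 35% in either raw or pattern-adjusted values, limit read from the data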
# ARFGAP1 inhibitor – inhibitors of rat ARFGAP1 | AID 651572 | Arfgap1-stimulated ARF1 GTP hydrolysis, GDP FP detection | hit rate 0.26% among 360,000 | inhibition, % at 16.5 µM;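 active means inhibition above a per-plate limit, mean inhibition of low control wells plus 3 SD, cut at about 25% in these data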;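 further: 0% = DMSO wells with enzyme and 100% = wells lacking Arfgap1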
# Target sequence (Q62848 1-136 limits assumed): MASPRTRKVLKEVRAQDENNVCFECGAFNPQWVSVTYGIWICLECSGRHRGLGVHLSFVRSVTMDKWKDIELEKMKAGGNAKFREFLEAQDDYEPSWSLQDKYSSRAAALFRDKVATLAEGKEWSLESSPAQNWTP
#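 material = rat Arfgap1 catalytic domain, aa 1-136 | also added = human ARF1(Δ1-17)-GTP substrate | compound dosing = one concentration, 16.5 µM, DMSO 1.26% | times = GTP hydrolysis reaction 2 h at 25 °C | measured by = FP, GDP Alexa 633 tracer displaced from anti-GDP antibody, 620/688 nm | evaluation = percent inhibition of Arfgap1-stimulated GTP hydrolysis | replication = single well per compound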
# Rev-erbA mod – modulates human Rev-erb alpha binding to DNA | P20393 | Rev-erbα–FITC-DNA binding, fluorescence polarization, 90 min | activity, % at 10 µM | hit rate 0.79% among 370,000 | AID 1259318;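 active means activity above about 14%, limit read from the data; passing the limit was not always enough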;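 further: 0% = DMSO wells with 35 nM protein and 100% = DMSO wells with 750 nM protein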
# Target sequence (P20393 whole entry, looked up): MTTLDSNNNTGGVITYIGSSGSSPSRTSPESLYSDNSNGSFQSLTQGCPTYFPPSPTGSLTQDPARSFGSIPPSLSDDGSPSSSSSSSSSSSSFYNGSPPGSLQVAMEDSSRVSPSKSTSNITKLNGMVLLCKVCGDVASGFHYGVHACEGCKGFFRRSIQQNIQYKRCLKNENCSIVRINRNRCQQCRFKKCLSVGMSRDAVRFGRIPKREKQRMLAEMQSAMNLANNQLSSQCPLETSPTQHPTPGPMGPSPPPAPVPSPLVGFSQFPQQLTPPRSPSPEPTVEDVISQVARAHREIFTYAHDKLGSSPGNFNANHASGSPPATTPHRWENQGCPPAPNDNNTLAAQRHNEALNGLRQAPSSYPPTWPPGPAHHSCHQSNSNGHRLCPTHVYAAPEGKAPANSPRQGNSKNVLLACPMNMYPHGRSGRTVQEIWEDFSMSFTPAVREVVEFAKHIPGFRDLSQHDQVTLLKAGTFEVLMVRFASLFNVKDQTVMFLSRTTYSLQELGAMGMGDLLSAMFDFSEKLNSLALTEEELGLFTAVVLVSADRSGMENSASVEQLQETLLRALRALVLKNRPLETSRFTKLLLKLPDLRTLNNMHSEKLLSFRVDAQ
# rCAG binder – binds r(CAG) RNA repeats. r(CAG) RNA repeat, TO-PRO-1 dye displacement fluorescence. inhibition, % at 3 µM. hit rate 1.3% among 370,000. AID 651821;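 active means inhibition above the plate cutoff, the mean of all test compounds on that plate plus 3 SD, cut at about 35% in these data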;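 further: 0% = DMSO alone and 100% = 100 µM mitoxantrone as full dye displacement; higher means more dye released from RNA so lower well fluorescence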
# Starred values were filed as active, the others as inactive; · = no result given.
mol	GC-A act	SMARCA2 act	PG9 binder	HTRA1 inhibitor	ASAP1 GAP inh	ABHD4 inh	GC-B act	ARFGAP1 inhibitor	Rev-erbA mod	rCAG binder
O=c1c2ccccc2ncn1C1CCCCC1	-1	2	-3.2	1	-7	3	5	-2	0	1
CCOc1ccc(S(=O)(=O)Nc2ncn[nH]2)cc1	-1	-1	0.8	11	2	2	2	5	9	-2
O=[N+]([O-])c1cc(-c2csc(NCCc3nc4cc(Cl)c(N5CCCCC5)cc4n3CCCO)n2)ccc1Cl	-3	0	-1.4	1	0	9	1	17	-1	14
O=C(c1ccccc1)N1CCCCC(S(=O)(=O)c2ccc3ccccc3c2)C1=O (centres undefined)	-6	-1	-1.1	9	-4	6	1	-2	-4	2
CCCNC(=S)N1CCC(n2cnc3ccccc32)CC1	-1	-2	-0.9	5	2	-6	0	14	-3	-5
COC(=O)C12CCC(C)(c3nc4ccccc4nc31)C2(C)C (centres undefined)	-2	0	0.1	·	-17	-7	-1	4	5	-4
COc1cccc(C2=CC(c3cccs3)n3nnnc3N2)c1 (centres undefined)	5	-2	-0.6	-22	11	-2	0	3	-2	2
C=CCC[C@H](Cc1ccc(F)cc1)C(=O)OC[C@H](Cc1c[nH]c2ccccc12)NC(=O)[C@H](CC=C)CC(=O)N[C@H](CO)Cc1ccccc1	-3	-1	1.1	-8	9	-8	-1	0	-2	1
CC1(c2cc(F)ccc2F)NC(=O)N(CC(=O)Nc2cccc(S(=O)(=O)N3CCCC3)c2)C1=O (centres undefined)	3	-1	-1.4	1	-8	-10	-1	-9	-3	5
O=C(O)CCCN1C(=O)c2ccccc2Sc2ncccc21	0	-1	1.1	2	-11	1	-1	0	4	0
Cc1ccc(S(=O)(=O)N2CCOCC2)cc1NC(=O)COC(=O)CCc1c[nH]c2ccccc12	-6	1	-1.7	2	2	1	1	3	-3	4
Cc1cc(C)n(-c2ccc(C(=O)N3CCN(S(=O)(=O)c4ccc(Cl)cc4)CC3)cc2)n1	-2	-1	-0.5	-2	-7	3	-12	-10	0	-2
Cc1ccc(-n2c(SCC(=O)NC3CCS(=O)(=O)C3)nc3ccccc3c2=O)cc1C (centres undefined)	3	-1	-1.1	-1	-6	1	3	-4	-2	-4
CCOC(=O)c1ccccc1NC(=O)c1c(O)c2ccccc2n(CC)c1=O	-2	-1	0.6	-12	-4	-2	0	-6	2	4
CCOC(=O)C(=O)NN=C(c1ccccc1)c1ccccc1	-5	7	-1.9	1	2	-3	1	-8	-3	-8
Cc1ccc(S(=O)(=O)N(C)C)cc1NC(=O)c1ccccc1Br	3	-2	-3.0	-3	1	-6	1	10	3	6
NC(=O)NC(=O)CN1C(=O)NC2(CCOc3ccccc32)C1=O (centres undefined)	0	-3	-0.7	7	3	-2	-2	2	-1	-3
O=C(CNC(=O)c1cccs1)N/N=C/c1cccc(Cl)c1	2	2	-2.8	2	3	3	4	4	-6	0
CCN(CC)C(=O)C1CCCN(C(=O)c2cc(COc3ccc4ncccc4c3)on2)C1 (centres undefined)	-3	-3	-2.5	-3	-10	-6	-3	6	-6	-7
CS(=O)(=O)c1nc(S(=O)(=O)c2ccc(Cl)cc2)c(NCCCN2CCCC2=O)s1	-1	-3	-0.5	1	-9	5	-2	-4	1	-4
CC(c1ccccc1)N1CC(C(=O)N2CCN(c3ccccc3)CC2)CC1=O (centres undefined)	-5	-2	-0.2	8	6	1	0	-5	2	-1
CCOC(=O)C1CCN(C(=O)CN(c2cccc(C(F)(F)F)c2)S(C)(=O)=O)CC1	3	3	1.4	-7	10	0	4	5	2	-5
Cc1[nH][nH]c(=O)c1C(c1cc(Br)ccc1O)c1c(C)[nH][nH]c1=O	0	-2	-2.9	2	3	8	2	-5	-6	-1
Cc1ccc(S(=O)(=O)NNC(=O)C(O)(c2ccccc2)c2ccccc2)cc1	-7	-1	-0.6	-3	2	-3	0	-5	2	-1
Cc1c(C#N)c2ncn(CC#N)c(=O)c2n1-c1ccccc1	0	0	-2.1	2	9	-12	3	-7	1	-2
CNC(=S)N1CCN(c2ccc(OC)cc2)CC1	6	-3	-4.3	11	-6	-3	1	-3	-5	-3
Cc1ccccc1C(=O)NC(C(=O)Nc1nc2c(s1)CCCC2)C(C)C (centres undefined)	-4	-3	-1.5	4	-2	-2	-1	2	1	-1
CC(=O)N1CCN(c2ccc(NC(=O)c3cccc([N+](=O)[O-])c3)cc2)CC1	-3	1	-3.1	-9	-2	8	4	2	2	-3
Cc1cccc2[nH]c(CN(C)C(=O)CC3C(=O)NCCN3CC(C)(C)C)nc12 (centres undefined)	-5	2	-2.4	13	0	8	2	-11	-5	-7
CCN1C(=O)[C@H]2[C@@H](c3ccc(-c4ccc(C(C)=O)cc4)c(OC)c3)N[C@@](Cc3ccccc3)(C(=O)OC)[C@H]2C1=O	-2	0	0.6	-31	-6	-10	-2	3	-2	1
CSc1ccc(S(=O)(=O)Nc2ccc3c4c(cccc24)CC3)cc1	2	-5	-0.6	-62	6	-23	-3	0	0	11
CC(Oc1ccccc1)C(=O)Nc1nc(-c2ccncc2)cs1 (centres undefined)	0	-5	-0.2	-3	15	0	2	-6	-9	5
CCn1nnc(NC(=O)c2cccnc2Cl)n1	1	-2	-1.0	2	5	6	1	1	4	1
O=C(NOCc1cscn1)Nc1ccccc1	5	-3	-1.7	1	-11	-7	-2	5	-7	2
CCSc1nc2c(c(=O)[nH]c(=O)n2C)n1CC(O)COc1ccccc1C (centres undefined)	-7	-3	1.1	3	-8	-2	-15	-1	3	-8
CCOC(=O)C1CCN(C(=O)C(C)(C)NC(=O)Nc2ccc(F)c(F)c2)CC1	-1	·	·	·	·	-6	0	·	-2	·
O=C(CCS(=O)(=O)Cc1ccccc1)Nc1nc2c(s1)CCCC2	0	0	-2.3	-7	-19	-1	-4	9	1	-2
Cc1ccc(S(=O)(=O)NC(C(=O)O)c2ccccc2)cc1 (centres undefined)	4	-4	-2.9	0	-15	2	-1	11	0	-1
CC1CCN(CC(O)COC2CCC(C(C)(C)C)CC2)CC1 (centres undefined)	0	1	-2.6	0	18	12	5	-12	3	-8
Nc1nc(NCc2ccccc2)nc(Nc2ccc(F)cc2)c1[N+](=O)[O-]	-1	-2	1.1	-18	-8	-4	2	10	4	5
Cc1cc(C(=O)CN2C(=O)c3ccccc3C2=O)c(C)n1Cc1cccs1	5	0	-0.9	-16	4	7	-2	-2	-1	0
Cc1cc([N+](=O)[O-])c(C(C)(C)C)cc1N	-4	1	2.7	-5	-20	0	-2	2	2	0
O=C(Cn1cnc2ccccc2c1=O)Nc1nc2ccccc2s1	3	-2	18*	-1	2	1	-2	4	3	0
CNC(=O)COC(=O)CNC(=O)c1cc(Cl)cc([N+](=O)[O-])c1	2	-2	0.4	4	5	2	-1	5	-4	2
COc1cc(CN2C[C@@H](CO)O[C@@H](n3cnc4c(NC5CCCC5)ncnc43)C2)cc(OC)c1OC	-4	-2	-1.5	·	3	3	1	-7	3	0
CCC1C(C#N)=C(SCC(N)=O)NC2=C1C(=O)CC(C)(C)C2 (centres undefined)	1	2	-2.9	·	7	1	-15	11	-1	-2
Cc1onc(-c2ccccc2)c1C(=O)NC(C)c1ccccc1 (centres undefined)	0	-1	-2.8	-2	-9	-1	-1	-2	3	-5
COc1ccc(C(=O)CN2C(=O)NC(C)(c3ccc(C)cc3)C2=O)cc1OC (centres undefined)	-3	-1	-0.6	1	6	3	5	6	-1	3
CN1C(=O)C(CC(=O)Nc2ccccc2)S/C1=N/c1nccs1 (centres undefined)	1	-1	0.1	3	16	3	-5	5	3	3
Cc1ccc(C(=O)Nc2oc(-c3ccccc3)cc2C#N)cc1	1	0	0.1	-10	-9	-3	-2	7	5	4
CCCn1c(SCC(=O)O)nc2ccccc21	0	·	·	4	·	·	5	·	-2	·
O=C(C1CCCN(S(=O)(=O)Cc2ccccc2)C1)N1CCCCC1 (centres undefined)	2	0	0.2	11	7	6	1	-1	2	-3
O=C(Cn1c(=O)[nH]c2ccsc2c1=O)NC1CCCCC1	3	0	2.3	16	-11	7	1	2	-2	0
COc1ccc(OC)c(CN2CCN(c3ccc(S(=O)(=O)N4CCCC4)cn3)CC2)c1	4	1	1.2	-3	-6	4	0	-5	-4	1
CN(Cc1ccccc1)S(=O)(=O)c1ccc(NC(=S)NC(=O)C(C)(C)C)cc1	1	0	-0.9	-1	-6	0	1	4	-1	2
OCCNc1nc2ccccc2n1CC(O)c1ccccc1 (centres undefined)	3	-3	0.9	-1	4	3	-2	7	-7	-1

# Three compounds picked at random from the list so far, as already listed:
mol	GC-A act	SMARCA2 act	PG9 binder	HTRA1 inhibitor	ASAP1 GAP inh	ABHD4 inh	GC-B act	ARFGAP1 inhibitor	Rev-erbA mod	rCAG binder
CN(Cc1ccccc1)S(=O)(=O)c1ccc(NC(=S)NC(=O)C(C)(C)C)cc1	1	0	-0.9	-1	-6	0	1	4	-1	2
O=C(C1CCCN(S(=O)(=O)Cc2ccccc2)C1)N1CCCCC1 (centres undefined)	2	0	0.2	11	7	6	1	-1	2	-3
O=C(Cn1c(=O)[nH]c2ccsc2c1=O)NC1CCCCC1	3	0	2.3	16	-11	7	1	2	-2	0

# Continuation.
mol	GC-A act	SMARCA2 act	PG9 binder	HTRA1 inhibitor	ASAP1 GAP inh	ABHD4 inh	GC-B act	ARFGAP1 inhibitor	Rev-erbA mod	rCAG binder
COc1cccc(OCC(O)CO)c1 (centres undefined)	3	-3	2.7	-3	-7	-3	1	2	2	0
OCCNc1nc(Nc2ccc(Cl)cc2)nc(N2CCCC2)n1	1	1	-1.2	-17	-3	-8	-5	3	-2	-2
CCOC(=O)C(=O)N(C)c1c(CC)nc2c(OCc3ccc(OC)cc3)cccn12	-2	-1	0.5	·	3	-2	6	-3	-4	1
CC(O)Cc1cn(CC(=O)N2CCN(C(=O)OC(C)(C)C)CC2)nn1 (centres undefined)	-1	-1	0.2	1	-1	-5	0	-2	-9	1
Clc1ccc(Cn2ccc(-c3ccc4c(c3)OCO4)n2)cc1Cl	-9	-5	0.2	-30	8	-12	2	-10	4	-3
Cc1ccc(C(=O)N2CCC(N3CCC(C(=O)N4CCOCC4)CC3)CC2)cc1C	1	-2	-0.3	2	-13	-1	2	3	-3	-1
Cc1ccc(NC2(C(F)(F)F)N=C(c3ccccc3)NC2=O)nc1 (centres undefined)	1	-3	1.3	12	-5	-6	2	1	-2	0
O=C1C(=O)N(CC2COc3ccccc3O2)c2ccccc21 (centres undefined)	-17	0	1.5	-32	-12	3	-6	9	0	5
CNC(=O)c1ccccc1NC(=O)c1ccco1	1	-1	0.2	5	1	4	-1	4	1	1
CCN(c1ccc(NC(=O)c2ccc(N3CCCC3=O)cc2)cc1)C(C)C	-1	-4	-9.4	3	-10	4	-1	-13	-6	-3
CN(C(=O)CSc1nnc(-c2ccc(C(C)(C)C)cc2)n1C)C1CCS(=O)(=O)C1 (centres undefined)	1	0	-1.4	5	-3	-3	3	-8	0	-1
